TSHR antagonist – human thyrotropin receptor antagonism; P16473; TSHR-expressing cells, TSH-stimulated cAMP HTRF, 2 h; stronger effect = lower value; activity change, negative = inhibition, % at 11.5 µM; hit rate 0.2% among 330,000;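 active = activity change below a set negative limit, meaning inhibition stronger than a set level, cut at about -70% in these data; inconclusive = activity change between two set negative limits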; note: % is set by controls: 0 for no effect and ±100 for the full control effect
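Read-out is FRET at 665 nm (cryptate excitation 337 nm) from a cryptate-tagged anti-cAMP antibody, competed by cell cAMP against cAMP-d2. Compounds are tested on freshly harvested TSHR cells challenged with 4nM TSH (EC80) for 2 hours at 37 deg C.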
Mito fusion yeast – blocks mitochondrial division or promotes mitochondrial fusion. Potency, µM (doses to about 46.1 µM), inactives show top-dose growth rescue (activation), actives largely listed as activators. AID 485298. hit rate 0.23% among 320,000. S. cerevisiae fusion-defective mutant growth rescue, CellTiterGlo 48 h;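 note: potency is the fitted concentration of half-maximal effect; % of control where 0% means no effect; nearly all actives have a fitted effect of over 45% in size; temperature-sensitive fusion mutants such as fzo1-1 at 37 °C on non-fermentable ethanol glycerol medium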
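Temperature-sensitive fusion-defective S. cerevisiae (e.g. fzo1-1, mgm1-5) were grown with compound in YPEG medium (3% ethanol, 3% glycerol) for 48 hours at 37C. Growth rescue was measured as viability by CellTiterGlo luminescence after 10 minutes at ambient.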
S-ASM inh – human S-ASM enzyme inhibition | placental ASM, HMU-PC fluorogenic substrate, 60 min | Potency, µM (titrated, usually from 57.5 µM), for inactives: at the top dose activity change, negative = inhibition, actives largely listed as inhibitors | hit rate 0.006% among 340,000; note: potency is the fitted concentration of half-maximal effect
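Fluorogenic HMU-PC substrate (9 uM final) is turned over by placental ASM in 60 min at 37 C after a 10 min compound preincubation. Reaction ended by alkaline stop (pH 10), with fluorescence read at 386/447 nm.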
CXXC DNA block – inhibitors of human MLL CXXC domain-DNA interaction | MLL-CXXC / FITC-HOXA9 DNA fluorescence polarization | Potency, µM (series often up to 115 µM), without a hit: at the highest dose activity change, negative = inhibition, most hits filed as inhibitors | hit rate 0.037% among 290,000 | AID 2662; active = well fitted inhibition curve with a large enough effect in the polarisation, with a control signal flat, not every such curve was filed as active; inconclusive = small, poorly fitted or top-dose-only effect, or effect the other way, or a change in a side signal; inactive = no such curve, though single readings can be large or run the other way; the % refers to the polarisation; note: potency is the fitted concentration of half-maximal effect
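Purified MLL-CXXC (added from a 7 uM solution) was preincubated 5 min at ambient with pinned compounds in 50 mM Tris-HCl pH 7.5, 50 mM NaCl, 1 mM DTT, 0.05% BSA. Fluorescein-labeled HOX-A9 DNA (50 nM solution) followed, 30 min, then polarization read.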
Menin MLL FP TR – menin-MLL binding inhibition, Texas Red mutant peptide. O00255. Menin + Texas Red MLL mutant peptide, fluorescence polarization. Potency, µM (doses to about 61.6 µM), without a hit: top-dose FP activity change, negative = inhibition, usual class: inhibitors. hit rate 0.23% among 270,000; active = well fitted inhibition curve with a large enough effect in the polarisation, with a control signal flat, not every such curve was filed as active; inconclusive = small, poorly fitted or top-dose-only effect, or effect the other way, or a change in a side signal; inactive = no such curve, though single readings can be large or run the other way; the % refers to the polarisation; note: potency is the fitted concentration of half-maximal effect; % of control where 0% means no effect; many of its hits are not listed in these tables
Target sequence (O00255 whole entry, looked up): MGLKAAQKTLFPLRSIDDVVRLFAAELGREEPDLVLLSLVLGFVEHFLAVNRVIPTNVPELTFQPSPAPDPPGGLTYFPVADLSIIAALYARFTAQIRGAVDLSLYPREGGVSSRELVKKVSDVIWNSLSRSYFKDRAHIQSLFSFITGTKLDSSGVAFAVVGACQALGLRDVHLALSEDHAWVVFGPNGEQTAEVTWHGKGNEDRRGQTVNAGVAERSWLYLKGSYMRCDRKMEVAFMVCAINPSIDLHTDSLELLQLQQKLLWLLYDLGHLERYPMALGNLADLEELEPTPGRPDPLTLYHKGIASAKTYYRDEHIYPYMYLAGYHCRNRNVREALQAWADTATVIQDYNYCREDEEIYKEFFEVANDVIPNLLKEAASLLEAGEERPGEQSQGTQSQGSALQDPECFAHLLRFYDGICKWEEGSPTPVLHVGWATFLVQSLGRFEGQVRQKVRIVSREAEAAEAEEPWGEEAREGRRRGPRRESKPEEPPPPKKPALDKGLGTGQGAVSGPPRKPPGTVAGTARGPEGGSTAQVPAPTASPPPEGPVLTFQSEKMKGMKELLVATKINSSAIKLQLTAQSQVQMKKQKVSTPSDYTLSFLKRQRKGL
PTAP TSG101 blk – blocks PTAP/TSG101 interaction to inhibit HIV-1 budding | Potency, µM (highest dose often 115 µM), for inactives: at the top dose activity change, negative = inhibition, usual class: inhibitors | Fluorescence polarization, FITC-PTAP peptide / Tsg101 binding | 340,000 tested, under 10 active; active = well fitted inhibition curve with a large enough effect in the main read-out, with a control signal flat, not every such curve was filed as active; inconclusive = small, poorly fitted or top-dose-only effect, or effect the other way, or a change in a side signal; inactive = no such curve, though single readings can be large or run the other way; note: potency is the fitted concentration of half-maximal effect; % of control where 0% means no effect
Target sequence (Q99816 whole entry, looked up): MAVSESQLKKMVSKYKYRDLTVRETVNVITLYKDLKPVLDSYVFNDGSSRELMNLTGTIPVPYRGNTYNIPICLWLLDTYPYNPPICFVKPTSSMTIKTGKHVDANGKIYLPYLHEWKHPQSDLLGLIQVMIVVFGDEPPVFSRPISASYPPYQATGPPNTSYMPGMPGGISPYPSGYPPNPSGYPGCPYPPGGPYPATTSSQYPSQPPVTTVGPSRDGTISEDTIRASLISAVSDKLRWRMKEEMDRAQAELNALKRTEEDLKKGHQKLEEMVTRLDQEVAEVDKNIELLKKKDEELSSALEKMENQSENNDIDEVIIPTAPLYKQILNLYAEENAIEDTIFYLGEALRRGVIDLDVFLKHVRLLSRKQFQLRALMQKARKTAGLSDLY
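Fluorescence anisotropy tracks displacement of a FITC-tagged PTAP peptide (50 nM) from the Tsg101 binding domain (10 uM), following a 20 min room-temperature incubation at pH 7.5.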
AT treatment – candidate therapy for ataxia-telangiectasia; Potency, µM (titrated, usually from 57.5 µM), for the others: at the top dose activation, most hits filed as activators; […] A-T fibroblasts, KAP-1 phosphorylation AlphaLISA; neocarzinostatin DNA damage 30 min before lysis; hit rate 0.19% among 320,000; note: potency is the fitted concentration of half-maximal effect; % of control where 0% means no effect; nearly all actives have a fitted effect of over 45% in size
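hTERT-immortalized A-T patient fibroblasts ([…]), 500 cells/well in OPTI-MEM, 1% FBS, got compounds for 60 min, then NCS for 30 min at 37C. Lysates were then assayed for phospho-KAP-1 by AlphaLISA (anti-pKAP1 donor, anti-KAP1 acceptor beads), 6 hr at 25C.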
TCR act – T cell receptor activation; primary human leukocytes, anti-CD3, IL-2 HTRF, 48 h; Potency, µM (series often up to 9.22 µM), for the others: at the highest dose activation of IL-2 secretion, hits mostly activators; 330,000 tested, under 10 active; note: % of control where 0% means no effect
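Readout: HTRF IL-2, Eu-cryptate/d2 antibody pair, 320nm excitation, 665nm emission. Stimulus: a-CD3 beads, no co-stimulation. Cells: primary human leukocytes. Exposure: 48 hr with compound.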
a7 integrin act – activators of alpha7 integrin expression for muscular dystrophy; AID 624291; hit rate 0.064% among 350,000; Potency, µM (series often up to 38.3 µM), without a hit: at the top dose activation, usual class: activators; alpha7betagal myoblasts, beta-gal FDG fluorescence, 48 h;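 note: potency is the fitted concentration of half-maximal effect; 100% = response of the positive control SU9516; nearly all actives have a fitted effect of over 60% in size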
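Alpha7betagal+/- myoblasts (passage 13) were plated 16-24 hr, then exposed to compounds (1:260 dilution of DMSO stock) for 48 hours at 37C. After MPER lysis, β-galactosidase reporter activity was read as FDG fluorescence (ex 480/em 540) after 30 minutes.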
MBNL1-CUG inh – inhibitors of human MBNL1 binding to CUG repeat RNA; Q9NR56; TR-FRET MBNL1-His/biotin-(CUG)12 binding, 665/545 ratio; Potency, µM (top dose mostly 57.5 µM), without a hit: top-dose activity change, negative = inhibition, usual class: inhibitors; hit rate 0.036% among 280,000; AID 2675; active = well fitted inhibition curve with a large enough effect in the signal ratio, with a control signal flat, not every such curve was filed as active; inconclusive = small, poorly fitted or top-dose-only effect, or effect the other way, or a change in a side signal; inactive = no such curve, though single readings can be large or run the other way; the % refers to the signal ratio; note: potency is the fitted concentration of half-maximal effect; % is set by controls: 0 for no effect and ±100 for the full control effect
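MBNL1-His + Biotin-(CUG)12, cpd titration 92 nM–58 uM; Tb anti-His Ab 0.055 ng/ul, SA-XL665 5 nM (final); 60 min RT; ratiometric 665/545 nm, Ex 340 nm; normalized to buffer and full-complex controls.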
The depositor's hits bear a star; ? = inconclusive; . = no result given; [ ] = remark or other dose. Unless noted, calls come from the whole dose curve; as a rule, active = well fitted curve in the direction sought with a large enough effect; inconclusive = small, poorly fitted or top-dose-only effect, or another doubt; inactive = no such curve, though single readings can be large; an effect the other way counts as inactive or inconclusive.

SMILES | TSHR antagonist | Mito fusion yeast | S-ASM inh | CXXC DNA block | Menin MLL FP TR | PTAP TSG101 blk | AT treatment | TCR act | a7 integrin act | MBNL1-CUG inh
CCc1cc(=O)oc2cc(OCC(=O)NCCCN3CCOCC3)c(Cl)cc12 | -6 | -2% | 0% | -1% | . | -1% | 6% | -1% | -36% | -2%
C=CCC[C@@H](Cc1ccc(F)cc1)C(=O)OC[C@@H](Cc1c[nH]c2ccccc12)NC(=O)[C@H](CC=C)CC(=O)NCCO | -13 | . | 6% | . | . | -5% | 9% | 9% | -5% | .
Cc1cccc(Nc2nc(-c3ccccn3)cs2)n1 | -6 | -11% | 2% | ? | 38%[activator] | -12% | 0% | 7% | -29% | -6%
CC(=O)Nc1ccc(S(=O)(=O)NCCc2csc(C)n2)cc1 | 11 | -1% | 3% | -2% | 5% | -12% | 5% | 3%[46.1 µM] | 12% | -30%
CCOC(=O)N1CCN(Cc2nc3cc(NC(=O)C(C)C)ccc3n2C)CC1 | 6 | 14% | -1% | 39% | 2% | 1% | 2% | 0% | 8% | -2%
Cc1ccc(OCCNC(=O)CCc2nc3sc4c(c3c(=O)[nH]2)CCCC4)cc1 | . | . | 0% | . | . | 2% | . | 6% | ? | .
CCOC(=O)c1c(NC(=O)c2c(-c3ccccc3)noc2C)sc(C)c1-c1ccccc1 | -21 | 1% | -9% | -2% | 0% | -8% | . | 0% | ? | 7%
CC1CN(C(=O)c2ccccc2Nc2ccc(SC(F)F)cc2)CC(C)O1 (stereo not drawn) | 5 | 3% | 2% | -3% | -13% | -1% | -1% | -4% | -8% | -5%
COc1ccc(CC(=O)N2CCCC2)c(OC)c1 | 0 | -1% | 1% | -5% | 1% | 1% | -5% | -3% | -12% | 5%
CCCCCOc1ccc(C(=O)CCN2CCOCC2)cc1 | -6 | -5% | 3% | 2% | -3% | -1% | -4% | 2% | -23% | -2%
CC1CCN(c2nc3c(c(=O)n(C)c(=O)n3C)n2CCSc2nc3ccccc3o2)CC1 | 4 | -1% | . | 6% | -11% | . | 3% | . | . | -1%
COc1cccc(/C=N/NC(=O)CSc2nnc(C)n2-c2ccccc2)c1O | 8 | -2% | 0% | 3% | ? | 2% | -1% | 8% | 0% | 15%

Complete entries as entered above. Order of values: TSHR antagonist	Mito fusion yeast	S-ASM inh	CXXC DNA block	Menin MLL FP TR	PTAP TSG101 blk	AT treatment	TCR act	a7 integrin act	MBNL1-CUG inh
CCc1cc(=O)oc2cc(OCC(=O)NCCCN3CCOCC3)c(Cl)cc12 is entered as -6	-2%	0%	-1%	.	-1%	6%	-1%	-36%	-2%
COc1cccc(/C=N/NC(=O)CSc2nnc(C)n2-c2ccccc2)c1O is entered as 8	-2%	0%	3%	?	2%	-1%	8%	0%	15%

2 compounds picked at random from those above, as already listed:
SMILES | TSHR antagonist | Mito fusion yeast | S-ASM inh | CXXC DNA block | Menin MLL FP TR | PTAP TSG101 blk | AT treatment | TCR act | a7 integrin act | MBNL1-CUG inh
CCOC(=O)c1c(NC(=O)c2c(-c3ccccc3)noc2C)sc(C)c1-c1ccccc1 | -21 | 1% | -9% | -2% | 0% | -8% | . | 0% | ? | 7%
CC(=O)Nc1ccc(S(=O)(=O)NCCc2csc(C)n2)cc1 | 11 | -1% | 3% | -2% | 5% | -12% | 5% | 3%[46.1 µM] | 12% | -30%

New compounds follow:
SMILES | TSHR antagonist | Mito fusion yeast | S-ASM inh | CXXC DNA block | Menin MLL FP TR | PTAP TSG101 blk | AT treatment | TCR act | a7 integrin act | MBNL1-CUG inh
O=C1/C(=C\c2ccco2)SC(=S)N1C1CCS(=O)(=O)C1 (stereo not drawn) | -6 | -9% | -14% | -2% | . | -4% | -14% | 4% | -23% | ?
COc1ccc(NC(=O)C2CCN(C(=O)NC3CCCCC3)CC2)c(OC)c1 | -7 | -4% | -2% | -11% | -4% | -12% | 1% | 0% | -23% | -9%
Cc1ccc2oc(=O)n(CCOc3ccccc3C)c2c1 | -4 | 6% | -10% | -4% | -20% | -4% | 6% | -2% | ? | 12%
Cc1ccc2oc3c(c(=O)c2c1)C(c1cccc(Cl)c1)N(CCCN1CCOCC1)C3=O (stereo not drawn) | -6 | 0% | -1% | 1% | -8% | 1% | 2% | 6% | 11% | 16%
CCC(C)(C)NC(=O)C(c1ccco1)N(C(=O)Cn1nnc2ccccc21)c1ccc2c(c1)OCO2 (stereo not drawn) | 4 | 21% | -1% | -1% | -22% | -1% | -2% | 4% | -23% | -8%
CCOC(=O)c1ccc(NC(=O)CCNS(=O)(=O)c2cc(Br)cnc2N)cc1 | 11 | 4% | -9% | -3% | . | -4% | 4% | -3% | 23% | -4%
CCCCN(Cc1cc2cc(OC)ccc2[nH]c1=O)C(=O)c1ccccn1 | 4 | 0% | 40%[activator] | 5% | -20% | -7% | 0% | -7% | -21% | 2%
COC(=O)c1cc(C(=O)OCC(=O)Nc2cc(C)on2)cc([N+](=O)[O-])c1 | 0 | 0% | -2% | -5% | . | -1% | 4% | 6% | -8% | ?
COCCCNC(=O)CC1Oc2ccccc2NC1=O (stereo not drawn) | -3 | 0% | 1% | -4% | 7% | 1% | -2% | -2% | 7% | 0%
COc1cccc(C2C3(C#N)C(N)=NC(OC)(OC)C23C#N)c1 (stereo not drawn) | -1 | -1% | -2% | -16% | 2% | -8% | 4% | -6% | -18% | -1%
CCCCn1nnnc1NCc1ccc(N2CCCC2)cc1 | 6 | -5% | 7% | 2% | 0% | -3% | -4% | -1% | 0% | 1%
O=C(CSc1ncnc2ccccc12)c1ccco1 | -4 | 1% | 12% | 10% | -11% | -5% | -1% | 0% | -39% | ?
CCc1cc2ccc(C)cc2nc1SCC(=O)N1CCN(C(=O)c2ccco2)CC1 | -12 | 14% | -2% | 4% | -12% | -3% | 2% | -2% | -3% | 12%
CC(C)[C@H](NC(=O)c1ccco1)C(=O)OCc1cc(=O)n2c(n1)sc1ccccc12 | -8 | 2% | -11% | -13% | ? | -12% | 6% | -2% | 0% | 6%
COCC(=O)N(Cc1cc2ccc(C)cc2[nH]c1=O)c1ccc(C)cc1C | 0 | 3% | 1% | -5% | ? | 2% | -4% | -2% | -12% | 13%
COc1ccc(OC(C)C(=O)N2CCCc3ccccc32)cc1 (stereo not drawn) | 3 | 2% | 3% | -6% | -1% | -1% | -1% | 4% | 1% | 2%
Cn1cc(C(=O)C(F)(F)F)c2ccccc21 | 23 | -2% | 1% | 0% | 13% | -2% | 4% | 0% | -18% | -3%
Cc1cc(Cl)ccc1OC(C)C(=O)NN=C1CCCCCC1 (stereo not drawn) | -13 | -6% | 0% | 11% | -12% | -4% | -6% | 0% | ? | -4%
CC(=C/c1ccccc1)/C=N/NC(=O)c1ccc2nc[nH]c2c1 | 3 | -6% | -1% | 3% | 11% | 0% | 1% | 2%[46.1 µM] | 2% | ?
CCN(CC)CCN(C(=O)CCS(=O)(=O)c1ccccc1)c1nc2cc(C)cc(C)c2s1 | -4 | -3% | -10% | ? | ? | 2% | -1% | 5% | 0% | 5%
Cc1ccc(S(=O)(=O)N2CCCCC2C(=O)N2CCN(C)CC2)cc1 (stereo not drawn) | 9 | -2% | 2% | 9% | . | -1% | 0% | 7% | -30% | -10%
Cc1nn(-c2ccccc2)c2sc(C(=O)NCCN3CCOCC3)cc12 | 2 | -5% | -3% | 6% | -12% | -8% | . | 0% | 4% | 3%
COCCN(Cc1cc2ccccc2[nH]c1=O)C(=O)c1ccccc1OC | -2 | -1% | 2% | 16% | -9% | 2% | 0% | 2% | 0% | 6%
Cc1cc(C)cc(N(CC(=O)NC2CCCC2)C(=O)CNC(=O)c2cccs2)c1 | 3 | -1% | -3% | 7% | -12% | -1% | 2% | 4% | -33% | -5%
O=C(c1ccccc1)c1cc[n+]([O-])cc1 | 17 | 0% | 0% | -14% | 1% | -6% | . | 1%[46.1 µM] | 3% | ?
Cc1ccc(C(=O)Nc2ccc(OCc3ccccc3)cc2)cc1[N+](=O)[O-] | -7 | -1% | -1% | -1% | -29% | -4% | 5% | . | 9%[7.66 µM] | -3%

Screening data deposited in PubChem BioAssay by National Center for Advancing Translational Sciences (NCATS).

The list is partial (hit frequency here may not be typical).
